Screens deposited in PubChem BioAssay by National Center for Advancing Translational Sciences (NCATS).
KAT2A inh – GCN5L2 (KAT2A) acetyltransferase inhibition; Q92830; GCN5L2 HAT assay, ThioGlo1 CoA-SH fluorescence; Potency, µM (series often up to 58.9 µM), for the others: top-dose activity change, negative = inhibition, actives largely listed as inhibitors; hit rate 0.21% among 390,000
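GCN5L2 (20 nM) in 50mM HEPES pH 7.5, 0.1mM EDTA, 0.01% Tween-20 preincubated 15 min with compounds at room temperature. Reaction started with H3(1-25) 75uM, acetyl-CoA 70uM, ThioGlo1 50uM; CoA-thiol fluorescence (Ex340/Em540) read at 0 and 20 min.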
FEN1 inhibitor – human FEN1 inhibition. P39748. Recombinant FEN1 flap cleavage, fluorescence, 15 min. AID 588795. Potency, µM (highest dose often 114 µM), for inactives: at the top dose activity change, negative = inhibition, hits mostly inhibitors. hit rate 0.35% among 390,000; further: nearly all actives have a fitted effect of over 65% in size
Target sequence (P39748 whole entry, looked up): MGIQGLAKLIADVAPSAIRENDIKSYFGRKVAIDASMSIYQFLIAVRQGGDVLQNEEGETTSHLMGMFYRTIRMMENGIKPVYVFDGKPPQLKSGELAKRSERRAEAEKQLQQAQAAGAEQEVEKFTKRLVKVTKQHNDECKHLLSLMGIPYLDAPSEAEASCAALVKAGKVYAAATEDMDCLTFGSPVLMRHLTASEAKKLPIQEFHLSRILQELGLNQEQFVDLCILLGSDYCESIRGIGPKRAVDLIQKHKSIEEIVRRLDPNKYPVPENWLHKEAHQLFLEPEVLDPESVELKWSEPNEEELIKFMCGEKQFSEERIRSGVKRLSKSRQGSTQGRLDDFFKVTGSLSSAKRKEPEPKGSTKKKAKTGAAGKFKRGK
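Nuclease activity of 10 nM FEN1 was measured after 15 min of room-temperature exposure to titrated compounds, by adding 50 nM flap substrate and reading plates at 0 and 15 min.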
DT40 TDP1 CPT – DT40-hTDP1 cell growth loss with CPT | AID 686979 | Potency, µM (top dose mostly 46.2 µM), inactives show at the highest dose activity change, negative = growth inhibition, usual class: inhibitors | chicken DT40 Tdp1-/-;hTDP1 cells + 20 nM CPT, ATP luminescence, 48 h | hit rate 12% among 420,000; further: nearly all actives have a fitted effect of over 55% in size
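Cell growth measured by CellTiter-Glo luminescence after a minimum 48 h, 37 C compound exposure with 20 nM CPT in Tdp1-knockout DT40 cells stably expressing hTDP1, seeded 400/well; qHTS titration format.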
An asterisk follows results filed as active; ? = inconclusive; / = no result given; & = joins results of further samples; ! = not confirmed by another sample; [ ] = dose if it differs, or a comment. The call rests on the fitted dose curve; in most records, active means well fitted curve in the direction sought with a large enough effect; inconclusive means small, poorly fitted or top-dose-only effect, or another doubt; inactive means no such curve, though single readings can be large; an effect the other way counts as inactive or inconclusive. On the % scale 0 is the no-effect control and ±100 the full control effect; potency means the concentration at half of the fitted maximal effect.

smiles	DT40 TDP1 CPT	FEN1 inhibitor	KAT2A inh
Oc1ccccc1Nc1ccccn1	0%	1%	-5%
Cc1cc(OCCCn2c(CCNC(=O)C3CCCCC3)nc3ccccc32)ccc1Cl	6.5µM*	-3%	-19%
CCOc1ccc2ccccc2c1CNCCN1CCOCC1	-22%	-1%	-1%
Cc1cc2ncn(/N=C/c3ccc([N+](=O)[O-])s3)c2cc1C	?	0%	22%
CCc1ccc(NC(=O)CNC(=O)Cn2c(C)cc3ccccc3c2=O)cc1	-1%	21%	2%
Cc1sc2ncnc(N3CCC(C(=O)Nc4ccc(Cl)c(Cl)c4)CC3)c2c1C	?	-21%	-8%
COc1ccc(Cn2cc(C(=O)c3ccc(F)cc3)c(=O)c3cc4c(cc32)OCCO4)cc1	?	1%	-11%
CC1=C(C(=O)NCc2cccc(F)c2)C2(CCCCC2)OC1=O	-25%	43%[activator]	-7%
c1ccc(Cn2cc(CSc3ccccc3)nn2)cc1	9%	-2%	-8%
Cc1cccc(-c2nsc(SCC(=O)NCC3CCCO3)n2)c1 (configuration not stated)	-2%	-1%	-3%
Cc1ccc(Nc2sc(C(=O)c3ccc(F)cc3)c(N)c2S(=O)(=O)c2ccc(C)cc2)cc1	18µM*	11%	2%
CC(=O)Nc1ccc(NS(=O)(=O)c2ccc(-c3csc(C)n3)s2)cc1	-18%	16%	-2%
COc1ccc(C(=O)COC(=O)c2ccc(NC(C)=O)cc2)cc1[N+](=O)[O-]	-13%	-12%	-8%
COc1cc(/C=C2\N=C(c3ccccc3)OC2=O)ccc1OCc1c(C)no[n+]1[O-]	0%	12%	17%
COc1ccc(CCN(C)Cc2nc(-c3cnccn3)no2)cc1OC	0%	2%	-4%
CC(C)Cn1c(CN(Cc2ccccc2)Cc2ccccc2)nc2c1c(=O)n(C)c(=O)n2C	?	0%	-9%
CCCn1c2ccccc2c2cnn(CC(=O)N3CCC(C(=O)OCC)CC3)c(=O)c21	?	1%	-12%
COc1ccc(S(=O)(=O)N2CCN(C(=O)C3CC3)CC2)cc1	0%	12%	1%
O=C(NC1C2CC3CC(C2)CC1C3)c1ccc(N2CCNCC2)c([N+](=O)[O-])c1 (configuration not stated)	?	0%	1%
Cc1ccc(NS(=O)(=O)c2ccc(CCC(=O)NC3CC3)cc2)cc1	-19%	-8%	1%
Cc1nonc1CN(C)C(=O)c1ccc(OC2CCN(C(=O)c3cccnc3)CC2)cc1	6%	4%	1%
COc1ccccc1NC(CC(=O)c1ccccc1)C(=O)OCC(=O)c1ccc(F)cc1 (configuration not stated)	?	-11%	23%
CC(=O)NC1=NN(C(C)=O)C(C)(c2cccnc2)S1 (configuration not stated)	13%	4%	-3%
CCC(=O)Nc1cc(C(=O)OCC(=O)c2ccc(Cl)cc2Cl)ccc1C	-16%	0%	-5%

A different layout for 2 compounds above.
> Cc1sc2ncnc(N3CCC(C(=O)Nc4ccc(Cl)c(Cl)c4)CC3)c2c1C
  DT40 TDP1 CPT = ?	FEN1 inhibitor = -21%	KAT2A inh = -8%

> COc1ccc(Cn2cc(C(=O)c3ccc(F)cc3)c(=O)c3cc4c(cc32)OCCO4)cc1
  DT40 TDP1 CPT = ?	FEN1 inhibitor = 1%	KAT2A inh = -11%

Remaining list, next part
smiles	DT40 TDP1 CPT	FEN1 inhibitor	KAT2A inh
CC(C)CC(NC(=O)C1CCC(C)CC1)C(=O)Nc1ccccn1 (configuration not stated)	?	-6%	-3%
COc1ccc(NC(=O)Nc2ccc3c(c2)C(=O)N([C@@H](C)CO)C[C@@H](C)[C@@H](CN(C)S(=O)(=O)c2cccs2)O3)cc1	?	-2%	-5%
O=C(Cc1ccc(F)cc1)Oc1ccc(C(=S)N2CCCC2)cc1	5%	-4%	-4%
O=C(Nc1cnc2ccccc2c1)c1cccnc1	-20%	4%	-7%
Cc1nc2cc(C)c(C)cc2o1	20%	-15%	/
C=CCn1c(SCC(=O)NC(=O)NC)nnc1C1CCCCC1	5%	5%	-6%
O=C(c1cc(COc2ccc(F)cc2F)on1)N1CCN(C(=O)c2ccco2)CC1	?	-2%	?
Cc1nnc(NC(=O)c2nc(SC(C)C)ncc2Cl)s1	-19%	23%	-1%
O=C(CSc1nc(C2CCCCC2)nc2ccccc12)NCc1ccc2c(c1)OCO2	?	-10%	0%
CC1Cc2nc(SCC(=O)N3CCc4ccccc43)n(C)c(=O)c2S1 (configuration not stated)	?	6%	-6%
Cc1cc(C)c(OCC(=O)N(Cc2ccc(N(C)C)cc2)C2CCS(=O)(=O)C2)c(C)c1 (configuration not stated)	-7%	1%	-5%
O=C(Nc1nnc(-c2cccs2)o1)c1cc(-c2ccccc2)nc2ccccc12	13µM*	-25%	-3%
CC(=O)c1cc(C#N)c(SCc2ccccn2)nc1C	16%	-9%	3%
CCc1cccc2c(SCC(=O)NCC3CCCO3)nc(-c3ccc(F)cc3)nc12 (configuration not stated)	?	-3%	-6%
Nc1ncnc2c1ncn2C1CC(O)C(CO)O1 (configuration not stated)	1.2µM*!	/	-10%&3%
CCCC(=O)NC(Nc1c(C)n(C)n(-c2ccccc2)c1=O)C(Cl)(Cl)Cl (configuration not stated)	-1%	20%	-4%
COc1ccccc1CNC(=O)CSc1nc(N)c(C#N)c(-c2cccs2)c1C#N	?	-2%	-11%
Cc1c(C(=O)NC2CCN(Cc3ccccc3)C2)oc2c(Cl)cccc12 (configuration not stated)	?	2%	-5%
C/C(=N\NC(=O)COc1ccc([N+](=O)[O-])cc1)C(C)(C)C	6%	1%	-6%
CC(=O)n1nc(-c2ccccc2)nc1NCc1ccc(N(C)C)cc1	12%	-19%	2%
Cc1cccc(NC(=O)COC(=O)c2ccc([N+](=O)[O-])o2)c1C	-5%	?	0%
CCC(=O)N1c2ccccc2CC1C(=O)NCCc1ccc(SC)cc1 (configuration not stated)	?	-1%	-8%
COc1ccc(CC(=O)Nc2nc(-c3ccc(OC)c(OC)c3)cs2)cc1OC	?	?	-3%
COc1ccc(-n2c(C)n[nH]c2=O)cc1OC	-3%	-2%	2%
Nc1nnnn1NCc1cccc(OCc2ccccc2)c1	?	-5%	1%
CN(CCc1ccccn1)C(=S)Nc1ccc(Cl)cc1Cl	3%	-5%	0%
Cc1ccccc1C(=O)Nc1sc2c(c1C(=O)N1CCC(C)CC1)CCC(C)C2 (configuration not stated)	15µM*	-5%	-9%
O=C(O)c1cc(S(=O)(=O)N(Cc2ccccc2)c2cccc(C(F)(F)F)c2)ccc1Cl	-1%	-2%	-1%
COc1ccc(C(CCNC(C)c2ccccc2)C(C)C)cc1 (configuration not stated)	?	-13%	-3%
Cc1cccnc1CN1CCN(C(=O)c2cc(COc3ccc4ncccc4c3)on2)CC1	5.8µM*	-1%	-3%
CCOc1ccc(NC(=O)CSc2nnc(Cc3ccccc3)c(=O)n2N)cc1	?	42%[activator]	4%
COc1ccc(Cl)cc1S(=O)(=O)n1ccnc1	-7%	11%	-8%
O=C(NCCCn1ccnc1)/C(=C/c1ccccc1)NC(=O)c1ccccc1	?	1%	-9%
CCc1ccc(S(=O)(=O)Nc2nccs2)cc1	-6%	5%	-9%
CCn1nnc(NC(=O)COc2ccc([N+](=O)[O-])cc2)n1	9%	14%	3%
CCN(CC)S(=O)(=O)c1cccc(NC(=O)c2ccc(-n3nc(C)cc3C)cc2)c1	?	-15%	1%
CCCCC(CC)CNC(=O)C(=O)C1C(=O)Nc2ccccc21 (configuration not stated)	?	4%	-8%
O=C(c1cnccn1)N(Cc1ccco1)C1(C(=O)NC2CCCC2)CCCCC1	0%	-2%	-3%[0.501 µM]
Fc1ccc(-c2csc3ncnc(N4CCN(c5ccccc5)CC4)c23)cc1	?	-5%	-18%
O=C(N/N=C/c1c(O)n(-c2ccccc2Cl)c(=O)c2ccccc12)C1COc2ccccc2O1 (configuration not stated)	?	-11%	-9%
COC(=O)c1ccccc1NC(=O)c1cc2c(-c3ccc(OC)c(OC)c3)nn(C)c2s1	-12%	1%	-16%
COc1ccc(N2CCN(C(=O)Cc3ccc(-n4c(=O)[nH]c5ccccc5c4=O)cc3)CC2)cc1	?	-15%	-5%
CN(C)c1ccc(C(CNS(=O)(=O)c2ccc3ccccc3c2)N2CCOCC2)cc1 (configuration not stated)	0%	-10%	-8%
CN1CCC(OC(=O)c2cccc(Br)c2)CC1	-19%	41%[activator]	-6%
Cc1c(Cl)c(C(F)(F)F)nn1CC(=O)NCc1ccccc1	?	21%	3%
Cn1c(NCc2ccco2)nc2c1c(=O)n(Cc1ccc(Cl)cc1)c(=O)n2C	?	-2%	0%
O=C(COC(=O)/C=C/c1ccccc1)NCc1ccccc1Cl	6%	-6%	-3%
Cc1nc(S/C(=C/c2ccc(-c3ccc(C(=O)O)cc3)o2)C(=O)O)n[nH]1	-3%	?	?

Among those listed so far, these contain a thiophene ring, fused or not.
smiles	DT40 TDP1 CPT	FEN1 inhibitor	KAT2A inh
Cc1cc2ncn(/N=C/c3ccc([N+](=O)[O-])s3)c2cc1C	?	0%	22%
Cc1sc2ncnc(N3CCC(C(=O)Nc4ccc(Cl)c(Cl)c4)CC3)c2c1C	?	-21%	-8%
Cc1ccc(Nc2sc(C(=O)c3ccc(F)cc3)c(N)c2S(=O)(=O)c2ccc(C)cc2)cc1	18µM*	11%	2%
CC(=O)Nc1ccc(NS(=O)(=O)c2ccc(-c3csc(C)n3)s2)cc1	-18%	16%	-2%
COc1ccc(NC(=O)Nc2ccc3c(c2)C(=O)N([C@@H](C)CO)C[C@@H](C)[C@@H](CN(C)S(=O)(=O)c2cccs2)O3)cc1	?	-2%	-5%
O=C(Nc1nnc(-c2cccs2)o1)c1cc(-c2ccccc2)nc2ccccc12	13µM*	-25%	-3%
COc1ccccc1CNC(=O)CSc1nc(N)c(C#N)c(-c2cccs2)c1C#N	?	-2%	-11%
Cc1ccccc1C(=O)Nc1sc2c(c1C(=O)N1CCC(C)CC1)CCC(C)C2 (configuration not stated)	15µM*	-5%	-9%
Fc1ccc(-c2csc3ncnc(N4CCN(c5ccccc5)CC4)c23)cc1	?	-5%	-18%
COC(=O)c1ccccc1NC(=O)c1cc2c(-c3ccc(OC)c(OC)c3)nn(C)c2s1	-12%	1%	-16%

(listing goes on)
smiles	DT40 TDP1 CPT	FEN1 inhibitor	KAT2A inh
COc1ccc(Cn2c(-c3ccc(C)cc3)nc3c(c(=O)c4ccccc4n3C)c2=O)cc1	15µM*	-1%	0%
Cc1cccc(NC(=S)NCC(c2cccnc2)N(C)C)c1 (configuration not stated)	7%	-3%	-7%
Cc1ccc(S(=O)(=O)CCC(=O)Nc2nc(-c3ccncc3)cs2)cc1	23µM*	18%	-3%
CCOC(=O)c1ccc(-n2c(CCC(=O)O)ccc2-c2cccs2)cc1	-19%	0%	-17%
CCOc1ccnc2c1c(=O)n(Cc1cc(OC)cc(OC)c1)c(=O)n2C	-26%	-4%	-5%
Cc1ccc(OCC(=O)Nc2ccc3nn(-c4ccc(C)cc4)nc3c2)cc1	-20%	18%	1%
CCCCN(CCCC)Cc1ccc(C(=O)NNC(=O)Nc2ccccc2)o1	-6%	-14%	3%
O=C(CCC1CCCC1)NNC(=O)c1cccc(Cl)c1	-7%	9%	-2%
O=C(CSc1nc2ccccc2c(=O)n1-c1ccccc1)NC(=O)CN1CCCC1=O	12%	-2%	2%
O=C(O)c1ccccc1SSc1ccccc1C(=O)O	20%	-4%	-16%
Cc1nnc(N2C(=O)C(O)=C(C(=O)c3ccco3)C2c2cccc3ccccc23)s1 (configuration not stated)	-24%	12%	-3%
Cc1ccc(S(=O)(=O)c2ccc(Cl)cc2)cc1S(=O)(=O)NC(C(=O)O)C(C)C (configuration not stated)	-25%	-6%	-3%
Cc1nc2ccc(N)nc2nc1C	2%	7%	/
COc1ccc(N=C2NN=C(c3c(C)[nH]c4ccccc34)CS2)cc1	?	-19%	3%
CCOC(=O)c1c(C)[nH]c(C(=O)CN2C(=O)NC3(CCCC3)C2=O)c1C	-15%	18%	-1%
CC(C)c1nc2c(s1)CCc1onc(-c3ccc(Cl)cc3)c1-2	18%	-8%	-6%
Cn1ncc2c(Nc3cccc([N+](=O)[O-])c3)ncnc21	-19%	-17%	-6%
COc1ccc(S(=O)(=O)NCc2ccc(F)cc2)cc1OC	14%	16%	2%
COc1ccc(CCNC(=O)c2cccc(S(=O)(=O)N3CCCC3)c2)cc1	?	1%	4%
Cn1c(NC(=O)c2ccc3c(c2)OCO3)cc(=O)n(C)c1=O	-1%	16%	-3%
CCN1CCN(C(c2cccs2)C(C)NC(=O)C(C)C)CC1 (configuration not stated)	7%	-1%	-1%

Some of the compounds tested; the hit share may differ from the screen's.
